Screens as filed in PubChem BioAssay.
Dynein cargo inh – dynein cargo transport inhibition; 3617.4 mouse cells, GR-EGFP nuclear translocation imaging; test concentration mostly 20 µM; stimulated with dexamethasone, 1 µM; hits give low values; z-score, hits read low; actives 0.47% (n = 220,000);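 active = plate z-score of nuclear minus cytoplasmic receptor signal below a set negative limit, without overly bright fluorescence or cell loss, cut at about -3.5 in these data, passing the limit was not always enough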;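 also: z-score of nuclear minus cytoplasmic ring GR-EGFP intensity difference per well; some compounds called inactive have numbers as strong as hits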
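Buffer or medium: Induction medium lacking tetracycline, stripped serum | Also added: Dexamethasone agonist, 1.0 µM final, for 30 min | Timing: 48 h induction, 1 h compound, 30 min dex at 37 °C | Detection: Formaldehyde fixation, Hoechst nuclear stain, 10x automated fluorescence imaging | Measure: Nuclear versus cytoplasmic GR-EGFP signal, averaged per well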
WT yeast gro inh – growth inhibition of WT yeast, mitochondrial fusion screen. mitochondrial fusion phenotypic screen, WT strain. inhibition, % at 10 µM. actives 2.1% (n = 190,000). AID 1362; in the data active = inhibition above about 58%; tested in S. cerevisiae
Insulin prom up – MIN6 insulin promoter up-regulation; MIN6 insulin promoter-GFP reporter, high-content imaging; hits give high values; z-score at 5 µM; actives 0.3% (n = 190,000);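 active = z-score above 3 at 5 µM with at least 500 cells counted in the well; inconclusive = wells under 500 cells, flagged as cytotoxic or low count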
Autophagy mod – autophagy modulation, high-content screen; MEF GFP-LC3 puncta imaging; test concentration mostly 10 µM; actives 0.98% (n = 190,000); calls only at 10 µM (by protocol);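 active = percentage of spot-positive cells more than 3 SD above its plate mean, without a fluorescence outlier flag or 80% toxicity; inconclusive = no clear call, values can overlap the other calls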;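 also: spot-positive cell cutoff set from DMSO-treated cells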
bCat nuc transl – alters nuclear translocation of beta-catenin in HeLa cells; nuclear translocation activity, % at 5 µM; AID 1665; actives 0.3% (n = 190,000); immunofluorescence imaging;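 active = nuclear translocation activity above 50% at 5 µM, with a well cell count of 50 or more; inconclusive = wells under 50 cells across six images, flagged as toxic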;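 also: per-cell ratio of nuclear to cytoplasmic median beta-catenin stain intensity; plate controls were DMSO negative control for no effect and GSK-3 inhibitor IX positive control for full effect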
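System: HeLa cells, endogenous beta-catenin; compound dosing: 5 µM primary single dose, 0.1% DMSO, 0.02–20 µM confirmation series; incubation: 24 h compound exposure at 37°C, 5% CO2; signal: beta-catenin immunofluorescence imaging with DAPI; evaluation: % activation, nuclear-to-cytoplasmic median beta-catenin signal ratio per cell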
Yfh1-depleted yeast – enhancers of respiration in Yfh1-depleted yeast, dose response, Friedreich's ataxia, plus single-dose screen (AID 1465) | S. cerevisiae Yfh1-off respiration, WST-1 reduction, 72 h; higher fold induction means a stronger effect | actives 0.074% (n = 220,000) | one-dose fold induction at 50 µM; EC50 in µM for titrated hits;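 active = fold induction of absorbance versus untreated yeast above a set limit, then at least 30% activation at any dose in follow-up; inconclusive = repeats straddling the limit, or above it without dose testing; inactive = fold induction below the set limit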;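 also: activators that raise dye reduction in frataxin-depleted yeast; strong numbers were not always called active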
MT stabilizer – microtubule stabilizers in HeLa cells. HeLa tubulin immunostaining HCS, 24 h; share of cells brighter than vehicle mean+2SD. % tubulin-high responders, % at 10 µM. actives 0.83% (n = 200,000). AID 2205;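 active = plate Z-score above 3 for both tubulin-high and condensed-nucleus cell shares, with cell loss under 80%, at 10 µM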;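 also: anti alpha tubulin signal scored within the nucleus-defined area of each cell; some results filed as inactive read as strong as hits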
HIV peptide binding – cell-free HIV fusion peptide-binding blockers – biochemical, uHTS, fluorescence dequenching, primary screen (AID 1986); cell-free peptide binding, fluorescence dequenching, 30 min; higher % means a stronger effect; one-dose inhibition, % at 20 µM; IC50 in µM for titrated hits; actives 0.3% (n = 290,000); in the data active = inhibition mostly above about 52%, no sharp cut-off; inactive = mostly below about 76%; also: some results filed as inactive read as strong as hits
AID2073 – inhibitors of Mint1-CaV2.2 protein interaction, biochemical, HTRF (AID 2073). HTRF protein-protein interaction, Mint1-CaV2.2; higher % means a stronger effect. inhibition, % at 20 µM; hits with a dose series show IC50 in µM. actives 0.19% (n = 290,000); in the data active = inhibition mostly above about 51%, no sharp cut-off; inconclusive = no clear call, values can overlap the other calls; inactive = mostly below about 53%; also: some results filed as inactive read as strong as hits
WT yeast gro inh mutant strain – second read-out of WT yeast gro inh, no call of its own (marks repeat the call); inhibition, %; mitochondrial fusion phenotypic screen, mutant strain inhibition
Dynein cargo inh cytoplasmic EGFP – further read-out of Dynein cargo inh, marked with its call; z-score; measured here: cytoplasmic GR-EGFP intensity; hits give high values
Dynein cargo inh nuclear GR-EGFP – further read-out of Dynein cargo inh, marked with its call; z-score; measured here: nuclear GR-EGFP intensity;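 lower value marks the stronger effect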
Dynein cargo inh cell count – second read-out of Dynein cargo inh, no call of its own (marks repeat the call); z-score; measured here: cell count per field
Insulin prom up cell count – further read-out of Insulin prom up, marked with its call; cell count; measured here: cytotoxicity, nuclei count;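 total cells summed across four imaged fields per well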
bCat nuc transl cell count 5 µM – second read-out of bCat nuc transl, no call of its own (marks repeat the call); cell count; measured here: cell count, cytotoxicity flag
MT stabilizer Hoechst-high % – second read-out of MT stabilizer, no call of its own (marks repeat the call); % Hoechst-high responders; measured here: nuclear condensation Hoechst responders;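 share of cells brighter than vehicle mean plus two SD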
MT stabilizer cytotoxicity % – recorded beside MT stabilizer, whose call it bears; toxicity, %; measured here: cytotoxicity by cell density;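 0% = mean cell density of plate MIN control wells and 100% = no cells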
Autophagy mod cell loss 18 h – further read-out of Autophagy mod, marked with its call; toxicity, %; measured here: cell loss, nuclei count;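 cell loss after 18 h compound exposure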
An asterisk follows results filed as active; i = inactive; u = inconclusive; x = not tested or not shown; + = active, no number.

SMILES	Dynein cargo inh	Dynein cargo inh cytoplasmic EGFP	Dynein cargo inh nuclear GR-EGFP	Dynein cargo inh cell count	WT yeast gro inh	WT yeast gro inh mutant strain	Insulin prom up	Insulin prom up cell count	Autophagy mod	Autophagy mod cell loss 18 h	bCat nuc transl	bCat nuc transl cell count 5 µM	Yfh1-depleted yeast	MT stabilizer	MT stabilizer Hoechst-high %	MT stabilizer cytotoxicity %	HIV peptide binding	AID2073
CN(/C(=N/S(=O)(=O)c1cccs1)c1ccccc1)c1ccccc1	-0.06	-0.28	-0.021	0.28	-17	13	-0.17	1580	i	-3	-2.7	1099	i	3.0	2.0	6.8	-1.1%	2%
N#CC(C#N)=CC1=C2OC(c3ccccc3)=CC(c3ccccc3)=C2CCC1	-0.62	-0.28	-0.29	0.76	8	21	-0.24	933	i	39	x	x	i	3.0	1.2	8.9	3.1%	-14%
CN(C(=O)C1CCN(S(=O)(=O)c2cccs2)CC1)c1ccccc1	0.75	-0.28	0.62	-0.83	-10	10	-0.68	1657	i	-1	-3.3	1084	i	6.6	2.4	1.0	-1.4%	2%
CCCOc1ccc2c3c(c(=O)oc2c1OCCC)CCC3	-0.29	-0.36	0.26	0.58	21	19	-2.4	754	i	-6	-1.9	927	i	1.6	2.7	15	-1.2%	20%
COC(=O)C1CCN(c2cc(=O)n(-c3ccccc3Cl)c(=O)[nH]2)CC1	-0.00083	-0.22	0.41	0.38	6	3	1.6	1291	i	-14	0.3	950	i	4.0	2.9	7.5	-0.4%	2%
CCCCOC(=O)C[N+](C)(C)CCOC1CC2CCC1(C)C2(C)C (stereo not drawn)	0.49	-0.21	0.82	-1.4	18	-7	-0.92	781	i	-4	-1.7	1111	i	4.2	2.8	7.9	1.6%	-2%
Cn1cc(C(=O)NCCN2CCN(c3cccc(Cl)c3)CC2)c2c3ccccc3n(C)c2c1=O	-0.54	-0.2	-0.078	0.59	49	28	-0.54	1187	i	3	1.7	1039	x	5.5	3.1	9.2	1.7%	-12%
Cc1[nH]n(-c2cccc(Cl)c2)c(=O)c1C=NC12CN3CN(CN(C3)C1)C2	-0.55	-0.23	-0.39	0.48	23	2	x	x	i	19	x	x	i	3.2	1.6	5.7	-1.7%	-3%
Cc1ccc(-c2n[nH]c(=S)n2/N=C/c2sccc2C)cc1	2.3	-0.22	0.88	-1.5	x	x	0.1	1118	x	x	0.2	1362	i	x	x	x	-0.7%	-34%
CCn1ncc(Br)c1C(=O)Nc1ccc(Cl)cn1	0.53	-0.17	0.15	-1.3	-25	-3	0.78	1882	i	30	-3.0	1163	i	2.9	2.5	1.6	-0.6%	3%
Cc1ccc(C)c(NC(=O)CCC(=O)N/N=C/c2ccc3c(c2)OCO3)c1	-0.54	-0.15	-0.11	0.028	-5	-4	0.2	1361	i	-22	2.1	1021	i	1.3	1.1	4.1	-1.0%	-6%
O=C(Nc1ccccc1C(=O)NCc1cccnc1)c1ccc(Cl)cc1Cl	-0.3	-0.34	-0.25	0.67	13	-1	-0.14	1372	i	-11	0.2	1076	i	1.6	3.6	5.9	-1.9%	-1%
O=C(c1ccc2ncsc2c1)N1CCN(c2ccc(O)cc2)CC1	0.66	-0.23	0.44	-0.6	-1	5	1.5	1574	i	18	-1.9	1403	i	3.2	1.2	3.0	4.5%	-1%
CCN(CC)S(=O)(=O)c1cc(NC(=O)C(C)Nc2ccccc2N2CCOCC2)ccc1C (stereo not drawn)	1.2	-0.32	0.85	-0.23	11	-1	0.59	1308	i	11	1.3	1017	i	6.3	1.5	4.9	-0.9%	-6%
CN1C(=O)/C(=C/c2cn(CC(=O)NCc3ccco3)c3ccccc23)NC1=S	0.99	1.6	0.81	-1.3	10	-4	0.27	1478	i	-8	1.3	1000	i	3.4	0.8	0.8	0.4%	34%
COc1cc(NC(=O)c2ccc(Br)o2)ccc1NC(=O)C(C)C	-0.039	-0.21	-0.029	-0.84	-7	-2	-0.04	1231	i	-1	2.8	1131	i	3.9	1.8	0.8	-0.1%	1%
CC1Cn2c(nnc2-c2cccc(N)c2)S1 (stereo not drawn)	-0.43	-0.21	-0.012	-0.11	10	2	x	x	i	7	-2.9	1131	i	1.3	0.8	7.6	-0.7%	4%
CCOC(=O)c1ccccc1NC(=O)CN(c1cccc(OC)c1)S(C)(=O)=O	-0.74	-0.17	-0.11	0.55	14	2	-0.07	1126	i	-13	-1.0	791	i	1.6	2.9	14	0.5%	-6%
COc1ccc(CN2CCN(Cc3cn(C)nc3-c3ccccc3)CC2CCO)c(C)c1C (stereo not drawn)	-0.65	-0.11	0.091	0.7	-9	-2	x	x	i	17	0.5	1471	i	0.8	0.7	4.3	-1.6%	6%
CC(C)NC(=O)c1cc2nc(-c3ccco3)cc(C(F)(F)F)n2n1	-0.11	-0.39	0.11	0.53	2	10	-0.1	1275	i	-10	0.4	1115	i	1.3	1.2	6.6	1.0%	18%
CC(C)NC(=O)c1ccccc1NC(=O)C1CCCO1 (stereo not drawn)	0.11	-0.21	0.2	0.54	7	12	0.14	926	i	-5	x	x	i	1.3	0.9	5.9	-1.5%	1%
Cc1nn2cc(-c3ccccc3)nc2[nH]c1=O	0.66	-0.36	0.44	0.13	-6	0	0.11	1608	i	14	-2.9	1464	i	2.8	2.9	12	0.7%	u
COc1cc(/C=C\C(=O)NCc2ccc3c(c2)cc(C)n3C)cc(OC)c1OC	-0.07	-0.31	0.86	0.42	10	-1	0.37	1256	i	-26	-1.9	525	i	4.1	2.1	3.7	4.5%	34%
O=C(NCC1CCCO1)c1cnn2c1NC(c1ccccc1)CC2C(F)(F)F (stereo not drawn)	-1.1	-0.015	-1.1	0.023	2	5	-0.31	1394	i	0	-0.3	926	i	3.2	2.4	8.6	1.1%	2%
Cc1ccc(NC(=O)CSc2n[nH]c(N)n2)cc1S(=O)(=O)N1CCOCC1	-0.52	-0.26	-0.26	0.17	x	x	-0.22	1050	x	x	0.6	1286	i	x	x	x	0.8%	9%
SMILES	Dynein cargo inh	Dynein cargo inh cytoplasmic EGFP	Dynein cargo inh nuclear GR-EGFP	Dynein cargo inh cell count	WT yeast gro inh	WT yeast gro inh mutant strain	Insulin prom up	Insulin prom up cell count	Autophagy mod	Autophagy mod cell loss 18 h	bCat nuc transl	bCat nuc transl cell count 5 µM	Yfh1-depleted yeast	MT stabilizer	MT stabilizer Hoechst-high %	MT stabilizer cytotoxicity %	HIV peptide binding	AID2073
COc1ccc2c(c1)c(CC(=O)OCC(=O)O)c(C)n2C(=O)c1ccc(Cl)cc1	2.5	-0.24	0.63	-2	-13	-1	0.13	1251	+	-1.6*	-1.1	1040	i	2.7	3.2	8.5	18%	10%
Cn1c(Cc2ccc3c(c2)OCO3)nnc1SCC(=O)NC(C)(C)C	-0.18	-0.29	-0.076	0.38	1	-4	-0.51	1226	i	5	0.3	1128	i	2.4	2.4	4.1	1.0%	4%
CC(C)(C)NC(=O)CSc1nc(N)c(-c2ccccc2)c(=O)[nH]1	-0.91	-0.31	-0.17	1.2	-19	-32	0.13	1402	i	-11	1.7	1036	i	x	x	x	-1.2%	-3%
S=C(NCC1CCCCC1)Nc1ccc(Oc2ccccc2)cc1	-0.52	-0.31	-0.6	0.71	77*	42*	-0.44	1133	i	-14	x	x	i	1.5	2.9	7.6	1.4%	-5%
O=C(COC(=O)C1CCN(S(=O)(=O)c2ccccc2)CC1)NC(=O)c1ccc(OC(F)F)cc1	-0.39	-0.18	0.096	0.4	-10	5	0.95	1399	i	-1	0.4	1049	i	1.6	2.1	6.0	2.3%	17%
N#Cc1cnn2ccn(C3OC(CO)C(O)C3O)c12 (stereo not drawn)	1.4	-0.29	0.22	-0.57	x	x	-0.04	1346	x	x	-4.2	1085	i	x	x	x	1.1%	11%
CC(=O)OCC1(C)CN(c2ccccc2)N(C(=O)c2ccc(F)cc2)C1=O (stereo not drawn)	0.16	1	0.31	-1.8	-3	0	0.51	1069	i	-3	-0.1	1086	i	2.8	1.8	13	-2.8%	-11%
CCC1Oc2ccc(C)cc2N(CC(=O)N(Cc2ccc(C)o2)C2CC(C)(C)NC(C)(C)C2)C1=O (stereo not drawn)	2.3	-0.11	0.84	-0.3	7	26	x	x	i	-4	-1.2	1108	i	4.3	1.6	4.2	2.2%	-5%
COc1ccc(-c2nnn(CC(=O)NCc3ccccc3)n2)cc1OC	-0.45	-0.24	-0.19	0.38	-3	-5	-0.17	1163	i	2	-1.0	1235	i	2.8	1.8	4.1	0.7%	11%
Cc1ccc(CNC(=O)COc2ccc(C(=O)c3ccc(F)cc3)cc2)cc1	-0.13	-0.24	-0.18	-0.091	-26	3	0.62	1452	i	13	1.0	1077	i	2.8	2.8	8.8	-0.7%	8%

Hits appear at their usual frequency, and some 4.2% of all compounds hit somewhere here.
